Screening data as filed in PubChem.
Rac1 GTP hydrolysis – MgcRacGAP GTPase-activating activity inhibitors, confirmation, biochemical, ADP Hunter fluorescence | inhibition, % at 30 µM; hits with a dose series show IC50 in µM | hit rate 0.6% among 340,000 | MgcRacGAP-stimulated Rac1 GTP hydrolysis, ADP Hunter fluorescence; higher % means a stronger effect; GST-tagged Rac1 F28L mutant substrate;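 active means first-screen hits whose inhibition reached a set limit at any dose in the follow-up dose series; inconclusive means inhibition above the set first-screen limit but never retested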;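 further: fluorescence reports GDP produced by GAP-driven GTP hydrolysis; strong numbers were not always called active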
NTR1 agonist – NTR1-driven beta-arrestin-GFP spot formation – imaging, U2OS cells, high content, primary screen (AID 493036). P30989. agonist mode. activation, % at 20 µM. hit rate 0.17% among 330,000;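 active means activation at or above 40% of the spot to cytoplasm intensity ratio, with at least 20 cells analyzed; inconclusive means wells under 20 cells, flagged as cytotoxic or low count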;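 further: 0% = DMSO without peptide and 100% = 100 nM NTR1 peptide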
Target sequence (P30989 whole entry, looked up): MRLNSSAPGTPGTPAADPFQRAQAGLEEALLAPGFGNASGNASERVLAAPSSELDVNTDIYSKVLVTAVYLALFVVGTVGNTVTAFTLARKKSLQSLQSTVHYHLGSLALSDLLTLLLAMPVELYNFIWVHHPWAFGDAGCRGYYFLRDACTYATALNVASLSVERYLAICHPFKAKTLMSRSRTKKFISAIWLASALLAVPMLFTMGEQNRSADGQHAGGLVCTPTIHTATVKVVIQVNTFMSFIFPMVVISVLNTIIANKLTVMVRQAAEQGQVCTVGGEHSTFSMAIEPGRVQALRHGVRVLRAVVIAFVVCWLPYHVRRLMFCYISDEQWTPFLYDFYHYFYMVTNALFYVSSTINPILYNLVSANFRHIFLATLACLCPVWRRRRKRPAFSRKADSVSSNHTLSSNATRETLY
Large T inhibition – SV40 large T antigen inhibitors, biochemical (AID 1903); hit rate 0.39% among 310,000; SV40 large T antigen ATPase/helicase inhibition assay; higher % means a stronger effect; one-dose inhibition, % at 20 µM; IC50 in µM for titrated hits; in the data active means a potency from the dose series; inconclusive means inhibition mostly from about 32% at the one dose, without a potency; inactive means the rest, 99 in 100 with inhibition below about 32%; further: strong numbers were not always called active
GPR55 beta-arrestin – selective activators of receptor GPR55 – imaging, U2OS cells, beta-arrestin-GFP redistribution, primary screen (AID 1961); U2OS GPR55 beta-arrestin-GFP redistribution imaging; higher % means a stronger effect; one-dose activation, % at 10 µM; EC50 in µM for titrated hits; hit rate 0.048% among 290,000;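 active means activation above 40% with more than 50 cells counted in the well; inconclusive means wells holding fewer than 50 cells, flagged as toxic or sparse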;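 further: U2OS osteosarcoma cells stably expressing GPR55 and beta-arrestin-GFP; plate controls were DMSO negative control for no effect and LPI positive control for full effect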
Yfh1-off respiration – enhancers of respiration in Yfh1-depleted yeast, dose response, Friedreich's ataxia, plus single-dose screen (AID 1465); S. cerevisiae Yfh1-off respiration, WST-1 reduction, 72 h; higher fold induction means a stronger effect; one-dose fold induction at 50 µM; EC50 in µM for titrated hits; hit rate 0.074% among 220,000;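 active means fold induction of absorbance versus untreated yeast above a set limit, then at least 30% activation at any dose in follow-up; inconclusive means repeats straddling the limit, or above it without dose testing; inactive means fold induction below the set limit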;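 further: activators that raise dye reduction in frataxin-depleted yeast; strong numbers were not always called active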
AID2073 – disruptors of CaV2.2 binding to Mint1 – biochemical, HTRF (AID 2073). inhibition, % at 20 µM; hits with a dose series show IC50 in µM. hit rate 0.19% among 290,000. HTRF protein-protein interaction, Mint1-CaV2.2; higher % means a stronger effect; in the data active means inhibition mostly above about 51%, no sharp cut-off; inconclusive means no clear call, values can overlap the other calls; inactive means mostly below about 53%; further: some results filed as inactive read as strong as hits
NS5 inhibitors – flavivirus cap methylation enzyme inhibition – biochemical, confirmation dose response, primary screen (AID 588689) | inhibition, % at 25 µM, or IC50 in µM where a hit was titrated | Dengue-2 NS5 methyltransferase capping enzyme assay, biochemical; higher % means a stronger effect | hit rate 0.3% among 340,000; in the data active means a potency from the dose series; inconclusive means inhibition above about 29% without an active follow-up result
GPR55 antagonists – inhibition of LPI-stimulated GPR55 beta-arrestin translocation – imaging, U2OS, beta-arrestin-GFP, LPI agonist, primary screen (AID 2013); U2OS GPR55 beta-arrestin-GFP translocation imaging, LPI antagonism; higher % means a stronger effect; inhibition, % at 10 µM, or IC50 in µM where a hit was titrated; hit rate 0.13% among 290,000;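 active means spots per cell inhibited over 60%, with over 100 cells counted and total cytoplasm intensity under 500,000; inconclusive means wells with under 100 cells, flagged as likely toxic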;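 further: U2OS cells stably carrying GPR55 and arrestin-GFP stimulated by 5 µM LPI near EC80; imaged beta-arrestin-GFP aggregate spots per cell after agonist stimulation; plate controls were LPI-stimulated DMSO wells for no effect and DMSO wells without LPI for full effect; some results filed as inactive read as strong as hits; confirmed hits need IC50 under 10 µM and bright autofluorescent wells are also inconclusive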
GPR35 arrestin U2OS – inhibition of zaprinast-stimulated GPR35 beta-arrestin translocation – imaging, U2OS, beta-arrestin-GFP, zaprinast agonist, primary screen (AID 2058); U2OS GPR35 beta-arrestin-GFP translocation imaging, zaprinast antagonism; higher % means a stronger effect; inhibition, % at 10 µM, or IC50 in µM where a hit was titrated; hit rate 0.052% among 290,000;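 active means inhibition of at least 50% with at least 30 cells and total cytoplasm GFP at most 10,000,000; inconclusive means under 30 cells or total GFP of 10,000,000 plus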
NTR1 agonist cell count 20 µM – also measured in NTR1 agonist; calls as there; cell count; measured here: cell count, cytotoxicity flag
NS5 inhibitors pilot replicate – further read-out of NS5 inhibitors, marked with its call; inhibition, %; measured here: pilot screen replicate inhibition
Starred values were filed as active, the others as inactive; i = inactive; ? = inconclusive; / = no result given.

SMILES	Rac1 GTP hydrolysis	NTR1 agonist	NTR1 agonist cell count 20 µM	Large T inhibition	GPR55 beta-arrestin	Yfh1-off respiration	AID2073	NS5 inhibitors	GPR55 antagonists	GPR35 arrestin U2OS	others
c1ccc(Cn2nnc3c(NCC4CCCO4)ncnc32)cc1 (stereo not drawn)	9%	0.0	89	-2%	0.4%	i	2%	-6%	-27%	4%
CC(=O)Nc1nonc1-c1nc2ccccc2n1Cc1ccccc1	9%	5.9	83	1%	-0.2%	i	17%	-9%	-19%	12%
Cn1cnnc1SCC(=O)c1ccc2c(c1)OCO2	16%	-0.4	61	-2%	-0.1%	i	5%	-11%	-23%	14%
CCN(CC)CCSc1nnc2c3cc(C)ccc3n(Cc3ccccc3)c2n1	/	3.5	55	-2%	0.4%	i	0%	/	60%	8%
O=C(N/N=C/c1ccoc1)c1ccccc1	11%	-0.9	69	1%	-0.1%	/	18%	2%	10%	1%
CCC(C)N(C(=O)COc1ccc(Cl)c2cccnc12)C1CCS(=O)(=O)C1 (stereo not drawn)	1%	-0.6	52	12%	/	/	/	-2%	/	/
Cc1ccc(/C=N/n2c(-c3ccncc3)n[nH]c2=S)s1	10%	-0.2	48	20%	0.7%	i	-24%	-4%	1%	10%
COc1cc(C(C)=O)ccc1OCC(O)CNCC1(N2CCCCC2)CCCCC1 (stereo not drawn)	27%	0.4	79	0%	-0.6%	i	10%	-6%	-6%	5%
Cn1cnnc1SCC(=O)Nc1ccccc1	5%	3.1	69	0%	-0.5%	i	?	-1%	-5%	-6%
Cc1cccnc1Nc1ncnc(N)c1[N+](=O)[O-]	4%	-0.4	57	7%	-0.3%	i	18%	-7%	-5%	5%
Cc1cc(C(=O)N/N=C/c2ccco2)n[nH]1	1%	1.0	36	0%	-0.6%	i	20%	4%	-4%	-9%
CC(C)CNS(=O)(=O)c1ccc(CCC(=O)NCCC2=CCCCC2)cc1	2%	-0.3	35	5%	0.3%	i	-10%	-12%	-4%	1%
COC(=O)[C@@]1(Cc2ccc(OC)cc2)[C@H]2c3cc(C(=O)N4CCCC4)n(CCN4CCNC4=O)c3C[C@H]2CN1C(=O)c1ccccc1	/	/	/	3%	-0.1%	i	-3%	/	-1%	1%
CC(CCc1ccccc1)NC(=O)COC(=O)C1=COCCO1 (stereo not drawn)	13%	-1.1	40	8%	-0.1%	i	-3%	0%	12%	7%
COCCN(CCOC)Cc1c(C)[nH]c2c(C)c(C)ccc2c1=O	3%	0.4	46	5%	-0.2%	i	10%	-9%	2%	-6%
Cc1c(Cl)cccc1NC(=S)N(Cc1ccco1)C(C)c1ccccn1 (stereo not drawn)	8%	1.8	55	10%	-0.3%	i	12%	-11%	-1%	-6%
C/C(=N\NC(=O)COc1ccccc1-c1ccccc1)c1cccnc1	-1%	2.3	34	34%	0.7%	i	-7%	-4%	-4%	-3%
CCOCCCNS(=O)(=O)c1ccc(NC(=O)C2CC(=O)N(c3ccc(C)cc3)C2)cc1 (stereo not drawn)	7%	1.6	41	19%	-0.1%	i	-7%	7%	12%	-19%
Cc1c(-c2ccccc2)nc(N)c(C#N)c1-c1cccs1	9%	7.6	81	8%	-0.1%	i	3%	-6%	21%	-1%
O=C(Nc1ccc(S(=O)(=O)Nc2ncccn2)cc1)c1cc([N+](=O)[O-])ccc1Cl	12%	2.8	50	8%	-0.1%	/	-5%	2%	-3%	-12%
CN(CCC#N)C(=O)COC(=O)c1cc(Cl)cc(Cl)c1N	6%	0.7	53	-1%	0.2%	i	30%	4%	3%	-8%
Cn1c(SCC(=O)NNC(=S)Nc2ccccc2)nnc1-c1ccncc1	/	2.2	40	14%	-0.1%	i	-27%	/	-24%	-6%
O=C(CSc1nc2ccccc2c(=O)n1-c1ccc(F)c(Cl)c1)Nc1cccc(S(=O)(=O)N2CCOCC2)c1	-6%	-2.0	40	7%	-0.1%	i	43%	-4%	-8%	16%
CCCc1nnc(SCC(=O)Nc2ccc(OC)cc2)o1	3%	-0.1	39	23%	-0.1%	/	4%	4%	10%	4%
Cc1cccc(NC(=O)NC2CC3CCC(C2)N3Cc2ccco2)c1 (stereo not drawn)	6%	-0.1	44	4%	-0.1%	i	-5%	-4%	9%	-2%
CCCCNC(=O)c1ccc(SCC(=O)N(CC)CC)c([N+](=O)[O-])c1	1%	0.8	38	12%	0.7%	i	2%	-1%	-2%	8%
O=C(CNCc1ccc(Cl)cc1)N1CCc2ccccc2C1	26%	-0.1	74	13%	-0.1%	/	6%	-1%	0%	2%
C=CCNC(=O)c1c(Cl)cccc1Cl	12%	-1.1	45	5%	0.5%	i	6%	-3%	4%	-4%
COC(=O)[C@H](C)NC(=O)/C=C/c1ccc(OC)cc1	13%	1.7	76	1%	0.2%	i	11%	7%	3%	-11%
CC(C)[C@H](N)C(=O)N1CCC(C(=O)N[C@@H](Cc2ccccc2)C(=O)NCc2ccc(F)cc2)CC1	8%	-1.2	71	10%	-0.1%	/	-3%	0%	19%	-11%
Cc1ccc(CNC(=O)CN(C(=O)C2(C)CC(=O)N=C3C=CC=CN32)c2cccc(C)c2C)cc1 (stereo not drawn)	-3%	-0.6	52	5%	0.3%	/	9%	-3%	-6%	-7%
O=C(c1ccc(Cl)cc1)N1CCCC(c2ccccc2)=N1	7%	2.8	63	3%	-0.1%	i	6%	-2%	-1%	-1%
Cc1ccccc1NC(=O)Cc1nnc(SCC(=O)N2CCN(c3ccccc3)CC2)n1C	4%	0.1	52	2%	-0.2%	i	16%	0%	6%	-11%
C=CCN(C(=O)c1csnn1)C(C(=O)NC1CCCCC1)c1ccc(F)cc1 (stereo not drawn)	9%	-0.3	44	-2%	0.3%	/	-1%	-5%	-2%	14%
NC(=S)N/N=C/c1c(O)c(Br)cc2oc3c(c12)CCCC3	-3%	14	45	13%	0.0%	i	-14%	4%	0%	13%
CC(=O)c1c(C)[nH]c(C(=O)Nc2cccc(C(F)(F)F)c2)c1C	6%	0.3	46	-5%	-0.1%	/	-2%	-7%	-1%	2%
Cc1csc(SCC(=O)Nc2nccs2)n1	7%	-0.2	68	26%	/	/	/	-4%	/	/
COc1cc(/C=N/NC(=O)c2ccc(F)cc2)ccc1OC(=O)c1ccco1	19%	-1.9	63	10%	-0.2%	i	10%	-4%	4%	1%
Cc1c(C(=O)N2CCOCC2)oc2ccc(S(=O)(=O)N3CCCCCC3)cc12	8%	3.3	19	-2%	-0.4%	i	2%	-3%	7%	11%
Cc1ccc(C)c(C2NC(=O)c3ccccc3N2)c1 (stereo not drawn)	8%	0.2	81	5%	0.0%	i	17%	-6%	-1%	10%
CCC(C)(C)n1nnnc1CN(Cc1ccco1)Cc1cc2cc3c(cc2[nH]c1=O)OCO3	25%	1.6	56	26%	0.8%	i	17%	28%	3%	19%
CCN(CC)S(=O)(=O)c1cccc(-c2cn3cc(C)ccc3n2)c1	11%	0.0	37	8%	-0.1%	i	25%	-6%	1%	4%
COc1ccc(/C=C2\CCc3ccccc3C2=O)cc1O	12%	5.7	55	15%	0.2%	/	0%	-7%	-28%	-1%
O=C(CCCN1C(=O)/C(=C\c2ccccc2)SC1=S)Nc1ccc(C(=O)O)cc1	0%	4.0	46	5%	-0.1%	/	-4%	-11%	-10%	1.2µM*
Cc1cc(C)c2c(N)c(C(=O)NC3CC3)sc2n1	14%	-0.3	53	30%	-0.1%	i	1%	-6%	13%	0%
COc1cc(/C=N/NC(=O)CNC(=O)c2ccccc2)ccc1OC(=O)c1cccs1	1%	-0.3	93	5%	-0.3%	i	4%	3%	23%	15%
CCCCCNCc1cccn1C	11%	0.5	56	10%	0.1%	i	0%	-3%	5%	2%
NC(=O)CN1CCN(CCN2C(=O)c3cccc4cccc(c34)C2=O)CC1	17%	0.4	59	9%	0.2%	/	5%	-4%	7%	-13%
COc1ccc2nc(NC(=O)c3ccccc3C(=O)O)sc2c1	7%	-0.7	41	4%	0.0%	/	-1%	-5%	3%	0%
CCOC(=O)c1ccc(NC(=O)CSc2nc(N)c(NC(=O)c3ccc(Br)o3)c(=O)[nH]2)cc1	4%	-0.6	54	6%	-0.2%	/	8%	-5%	10%	-8%
CSCCC1(C(=O)O)NC(c2ccccc2O)C2C(=O)N(C(C)C)C(=O)C21 (stereo not drawn)	0%	3.4	62	-2%	-0.1%	i	26%	-7%	-3%	2%
Cc1nn(C)cc1CNC(=O)Nc1cccc(Cl)c1	7%	-0.1	60	/	-0.1%	i	40%	-17%	-16%	-10%
Cc1cc(N(C)NC(=S)Nc2ccccc2)nc(C)n1	9%	4.6	70	18%	0.4%	i	-27%	-5%	2%	3%
CCOCCCNC(=S)N1CCN(Cc2ccco2)CC1	29%	0.7	77	8%	0.0%	i	-13%	6%	6%	2%
COc1cc(OC)c(C(=O)O/N=C(\N)c2ccc(C)cc2)cc1OC	13%	1.3	56	-2%	-0.2%	/	-9%	-8%	0%	-3%
Cc1nn(-c2ccccc2)c(Cl)c1/C=N/Nc1nncc(=O)[nH]1	1%	1.4	59	18%	-0.2%	i	11%	-7%	0%	-3%
CC(=O)N(Cc1cc2cc(C)ccc2[nH]c1=O)c1cccc(C)c1C	9%	-0.1	55	10%	-0.2%	/	35%	-1%	9%	6%
C/C(Cc1ccccc1)=N\NC(=O)CNC(=O)/C=C\c1ccccc1	/	-0.2	53	10%	0.2%	i	-8%	/	3%	-2%
COc1ccc(-c2csc(-c3cccnc3)n2)cc1C	7%	3.9	45	-2%	0.4%	i	10%	3%	1%	2%
COc1ccc(C(=O)NCC(=O)NCCc2c[nH]c3ccccc23)cc1OC	5%	1.4	51	-7%	-0.2%	i	2%	-1%	-12%	4%
Cn1c(=O)c(=O)n(C)c2cc(S(=O)(=O)N3CCOCC3)ccc21	4%	-0.2	70	-1%	0.3%	i	-2%	-7%	5%	-7%
COc1cc(CN2CCC(C(=O)N3CCN(c4ccccc4F)CC3)CC2)cc(OC)c1OC	?	-2.1	103	3%	-0.1%	i	-5%	-5%	-6%	-6%	NS5 inhibitors pilot replicate=-2.1
O=C(N/N=C\c1cc([N+](=O)[O-])ccc1N1CCCC1)c1ccccn1	6%	6.2	63	10%	-0.1%	i	6%	23%	-2%	8%
